Glioma ERSR ind: qHTS for Inducers of the Endoplasmic Reticulum Stress Response (ERSR) in Human Glioma: qHTS; Potency, µM, inactives show at the highest dose activation, actives largely listed as activators; U87-MG GRP78 promoter luciferase reporter, 16 h; 420,000 tested, 0.02% active; note: potency is the fitted concentration of half-maximal effect; series mostly up to about 76 µM; % of control where 0% means no effect; nearly all actives have a fitted effect of over 35% in size
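ERSR induction read as luciferase luminescence (Bright-Glo, 10 min at room temperature) in stably transfected human U87-MG glioma cells exposed to compounds for 16 h, using GRP78 as sensor.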
D2 PAM: HTS Assay for Positive Allosteric Modulators of the Human D2 Dopamine Receptor: Primary Screen for Potentiators; D(2) dopamine receptor (Homo sapiens), P14416; HEK293 T-REx D2, calcium flux, EC20 dopamine potentiation; potentiation, % at 10 µM; 340,000 tested, 0.34% active;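 active = potentiation over 3 SD above the plate norm, cut at about 30% in these data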; note: 0% is about no effect
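Potentiation of an EC20 dopamine calcium response is measured in a force-coupled, tetracycline-inducible Hek293 Trex D2 line. Compound-only kinetic reads over 180 s flag agonists before dopamine addition.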
RXFP1 ag: qHTS Assay for Agonists of the Relaxin Receptor RXFP1; Potency, µM (highest dose often 57.5 µM), inactives show at the top dose activation, most hits filed as activators; Relaxin receptor 1 (Homo sapiens), Q9HBX9; HEK293T-RXFP1 cAMP TR-FRET, 30 min; response scale: percent of porcine relaxin response, buffer zero; 370,000 tested, 0.3% active; note: potency is the fitted concentration of half-maximal effect; % is set by controls: 0 for no effect and ±100 for the full control effect; nearly all actives have a fitted effect of over 60% in size; many of its hits are not listed in these tables
Target sequence (Q9HBX9 whole entry, looked up): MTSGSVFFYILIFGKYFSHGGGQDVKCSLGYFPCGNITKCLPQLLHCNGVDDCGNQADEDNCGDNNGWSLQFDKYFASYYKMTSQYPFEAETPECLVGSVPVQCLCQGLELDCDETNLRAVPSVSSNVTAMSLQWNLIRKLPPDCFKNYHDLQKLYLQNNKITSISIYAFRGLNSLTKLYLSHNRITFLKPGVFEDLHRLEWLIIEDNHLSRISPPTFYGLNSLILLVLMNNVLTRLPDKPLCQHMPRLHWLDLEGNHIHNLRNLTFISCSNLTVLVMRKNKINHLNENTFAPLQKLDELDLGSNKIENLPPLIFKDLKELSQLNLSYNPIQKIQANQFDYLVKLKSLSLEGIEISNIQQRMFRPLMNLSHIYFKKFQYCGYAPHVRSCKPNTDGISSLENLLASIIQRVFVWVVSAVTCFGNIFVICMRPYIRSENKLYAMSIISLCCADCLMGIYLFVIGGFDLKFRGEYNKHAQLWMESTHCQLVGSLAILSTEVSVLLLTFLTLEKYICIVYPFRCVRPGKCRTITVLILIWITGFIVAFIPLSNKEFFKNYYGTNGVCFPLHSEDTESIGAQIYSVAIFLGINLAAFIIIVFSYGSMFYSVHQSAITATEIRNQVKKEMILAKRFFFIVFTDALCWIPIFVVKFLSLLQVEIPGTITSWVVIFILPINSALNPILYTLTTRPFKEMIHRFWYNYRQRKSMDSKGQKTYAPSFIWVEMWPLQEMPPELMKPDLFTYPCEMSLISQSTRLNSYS
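Agonist response is measured as cAMP accumulation in an RXFP1-transfected HEK293T line under PDE4 inhibition. Values are scaled between buffer-only and 29 nM porcine relaxin, and EC50s come from standard Hill equation fits.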
D1 ag: Allosteric Agonists of the Human D1 Dopamine Receptor: qHTS; D(1A) dopamine receptor (Homo sapiens), P21728; HEK293 T-REx D1 cells, calcium flux, agonist mode; activation, % at 2 µM; 360,000 tested, 1% active; AID 504660, 2011; in the data active = activation above about 30%; note: 0% is about no effect
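Agonism was scored from calcium flux recorded over 180 s (1 read/s) after pintool compound addition, following a 10-cycle baseline. Cells were inducible force-coupled HEK293 TREx D1, plated overnight at 30 C and loaded with no-wash calcium dye.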
Vif-A3G inh: qHTS for Inhibitors of Vif-A3G Interactions: qHTS; AID 602310, 2012; DNA dC->dU-editing enzyme APOBEC-3G (Homo sapiens), Q9HC16; 410,000 tested, 0.076% active; Potency, µM (highest dose often 46.1 µM), without a hit: at the highest dose activity, negative = active, actives largely listed as inhibitors; HeLa A3G-eYFP + Vif (tagged APOBEC3G with the HIV-1 protein that degrades it), YFP fluorescence, overnight;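 note: potency is the fitted concentration of half-maximal effect; % is set by controls: 0 for no effect and ±100 for the full control effect; nearly all actives have a fitted effect of over 60% in size; hits raise eYFP signal because A3G escapes Vif-driven loss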
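Read-out is eYFP fluorescence (Ex 488/Em 500-530) from Vif-expressing HeLa A3G-eYFP cells; more signal means A3G escaped Vif-mediated degradation. Cells plated overnight, compound pinned in, incubated overnight at 37 deg C.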
Vif-APOBEC3F blk: qHTS for Inhibitors of Vif-A3F Interactions: qHTS. 390,000 tested, 0.2% active. AID 602313, 2012. HeLa A3F-eYFP + Vif (tagged APOBEC3F with the HIV-1 protein that degrades it), YFP fluorescence increase. Potency, µM (doses to about 46.1 µM), for the others: top-dose activity, negative = active; note: potency is the fitted concentration of half-maximal effect; % of control where 0% means no effect; nearly all actives have a fitted effect of over 65% in size
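HeLa cells stably expressing A3F-eYFP plus Vif, plated and incubated overnight at 37 deg C, then exposed to compounds overnight at 37 deg C. Blocked degradation read as raised yellow fluorescence (Ex 488/Em 500-530).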
D1 PAM: Potentiators of Human D1 Dopamine Receptor: qHTS; AID 504651, 2011; HEK293 TREx D1 cells, calcium flux, dopamine EC20 potentiation; D(1A) dopamine receptor (Homo sapiens), P21728; potentiation, % at 10 µM; 360,000 tested, 0.036% active; in the data active = potentiation above about 30%; note: 0% is about no effect
D1 antagonist: Antagonist of Human D 1 Dopamine Receptor: qHTS; 360,000 tested, 3.2% active; HEK293 TREx D1 cells, calcium flux, dopamine EC80; active compounds read low; AID 504652, 2011; D(1A) dopamine receptor (Homo sapiens), P21728; activity change, negative = inhibition, % at 10 µM; in the data active = activity change below about -30%; note: % is set by controls: 0 for no effect and ±100 for the full control effect
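Cells carrying a force-coupled, tetracycline-inducible human D1 receptor report calcium flux. Each well gets a 10 s baseline, compound with 180 s monitoring, then an EC80 dopamine stimulus with a second 180 s kinetic read.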
LDHA inh: qHTS assay for inhibitors of human lactate dehydrogenase. L-lactate dehydrogenase A chain (Homo sapiens), P00338. purified LDHA, NADH/diaphorase-resazurin fluorescence; active compounds read low. activity change, % (values are at about 110 or 230 µM). 480,000 tested, 0.15% active; in the data active = activity change below about -30%; inconclusive = mostly about -25% to -30%;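 note: plate controls were DMSO wells for no effect and wells without enzyme for full effect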
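Remaining NADH was detected by diaphorase (0.133 mg/mL) converting 37 µM resazurin to fluorescent resorufin, read at 0 and 20 minutes. The preceding 5-minute room-temperature reaction used 2 nM LDHA, 0.2 mM sodium pyruvate and 0.06 mM NADH at pH 7.4.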
* = called active by the depositor; u = inconclusive; x = not tested or not shown. Unless noted, calls come from the whole dose curve; as a rule, active = well fitted curve in the direction sought with a large enough effect; inconclusive = small, poorly fitted or top-dose-only effect, or another doubt; inactive = no such curve, though single readings can be large; an effect the other way counts as inactive or inconclusive. These rows are one share of the data. The share of hits here may be higher or lower than overall.

Start of the data: the first 2 records as a preview:
#	Structure	Glioma ERSR ind	D2 PAM	RXFP1 ag	D1 ag	Vif-A3G inh	Vif-APOBEC3F blk	D1 PAM	D1 antagonist	LDHA inh
1	COC(=O)C1C=C2c3cccc4[nH]cc(c34)CC2N(C)C1 (stereo not drawn)	x	-30	-1.7%	9	x	x	-8	-1	x
2	O=C(CCN1CC2CCC(CC2)C1)c1cccs1	-3%	x	x	x	-1%	7%	x	x	-4

Results, from the start:
#	Structure	Glioma ERSR ind	D2 PAM	RXFP1 ag	D1 ag	Vif-A3G inh	Vif-APOBEC3F blk	D1 PAM	D1 antagonist	LDHA inh
1	COC(=O)C1C=C2c3cccc4[nH]cc(c34)CC2N(C)C1 (stereo not drawn)	x	-30	-1.7%	9	x	x	-8	-1	x
2	O=C(CCN1CC2CCC(CC2)C1)c1cccs1	-3%	x	x	x	-1%	7%	x	x	-4
3	Cc1ccc(S(=O)(=O)N2CCCC2c2cccnc2)cc1 (stereo not drawn)	-6%	4	1.0%	2	-1%	6%	-3	-1	-14
4	CCNc1nc(NC(C)(C)C)nc(SC)n1	-2%	x	x	x	0%	-5%	x	x	0
5	Cc1cc(C)c(C(=O)N2CCC3(CC2)OCCO3)c(C)c1	-3%	9	1.9%	1	1%	8%	0	0	-3
6	C[C@]12CC[C@H](O)C[C@@H]1CC[C@@H]1[C@@H]2CC[C@]2(C)C(=O)CC[C@@H]12	-5%	7	0.5%	0	-2%	-1%	-1	-12	-12
7	CCOC(=O)C(C)(CC)NC(=O)CSP(=S)(OCC)OCC (stereo not drawn)	-1%	-7	-1.1%	2	2%	5%	18	-1	-3
8	CCN1CCN(C(=O)Cc2coc3ccc4ccccc4c23)CC1	0%	15	1.0%	0	-6%	7%	-4	-2	3
9	CC(=O)c1cccc(NC2=NCC(C)S2)c1 (stereo not drawn)	0%	23	0.5%	1	0%	-6%	x	-26	-11
10	Cc1cc(N2C(=O)C3CCCN3C2c2sccc2C)no1 (stereo not drawn)	0%	-2	1.1%	3	-1%	3%	0	-15	-8
11	CNCCc1c(C)n[nH]c1C	-4%	-6	1.4%	3	3%	-1%	-4	-11	-6
12	O=c1cccc2n1CC1CC2CN(C(c2cccc(F)c2)c2sc3ncnn3c2O)C1 (stereo not drawn)	-2%	5	-0.4%	2	9%	2%	-4	-7	-1
13	CCOc1cc(CNCCc2ccccc2F)ccc1OC	-4%	-8	2.4%	6	2%	-9%	5	11	-11
14	Cc1sc2ncn(CC(=O)NCC(=O)N3CCC4(CC3)OCCO4)c(=O)c2c1C	-2%	6	8.3%	1	0%	2%	2	-13	-8
15	CCCCn1c(O)c(C(CC)=NCCCn2ccnc2)c(=O)[nH]c1=O	-1%	-6	7.1%	2	-4%	-10%	0	-3	-8
16	CC(CN(C)C1CCN(C)CC1)c1ccccc1 (stereo not drawn)	-7%	2	-0.2%	3	0%	5%	-2	14	2
17	CCOC(=O)C(O)(c1ccc(N)c(OC)c1)C(F)(F)F (stereo not drawn)	-5%	13	3.1%	0	1%	2%	-2	24	-6
18	CC(=O)OC1N=C(c2ccccc2)c2cc(C)ccc2NC1=O (stereo not drawn)	-5%	-2	0.4%	2	0%	-5%	-2	-9	0
19	COc1ccc(OCC(=O)N2CCCC(N3CCN(c4ccccc4C)CC3)C2)cc1 (stereo not drawn)	-2%	-14	-4.0%	10	-1%	-7%	-6	-4	-6
20	CCOC(=O)C1(c2ccccc2)CCN(CCC(=O)Nc2ccc(C(=O)OC)cc2)CC1	1%	-17	-0.1%	23	2%	-2%	x	-2	-2
21	C=CCNC(=O)c1c(N)n(CCN2CCOCC2)c2nc3ccccc3nc12	-2%	-8	1.8%	4	1%	-8%	-6	15	5
22	Cc1ccsc1/C=C1\C(=O)NC(=S)N(C)C1=O	-11%	6	1.7%	6	-15%	u	2	-2	-1
23	Fc1ccc2c(c1)nnn2C1CCN(Cc2nnnn2C2CCCCC2)CC1	-6%	-19	3.2%	0	2%	4%	-6	-5	1
24	O=c1[nH]c(=O)n(-c2ccc(Cl)cc2)c(O)c1C=NCCN1CCCCC1	-6%	x	0.4%	1	-2%	4%	0	-4	-6
25	O=S(=O)(c1ccccc1)N1CN2CCN(C2)C1	-3%	7	0.1%	2	2%	9%	-2	1	-6
26	CCC(C)N=Cc1c(O)n(-c2ccccc2)c(=O)[nH]c1=O (stereo not drawn)	-3%	15	0.3%	1	-1%	-2%	-4	-9	-12
27	CCOC(=O)c1c(C)n(C(C)C)c2ccc(OC)cc12	-3%	x	5.1%	4	-2%	-17%	-8	-6	1
28	CCc1ccc(N2C(=O)NC(=O)/C(=C/c3cccn3CCOc3ccc(C(C)CC)cc3)C2=O)cc1 (stereo not drawn)	2%	4	-0.8%	2	0%	-4%	-1	13	-11
29	CCOP(=O)(C(NC(=O)c1ccccc1Cl)=C(Cl)Cl)c1ccccc1 (stereo not drawn)	-4%	-3	1.7%	1	-3%	x	8	8	-5
30	CCC(=O)Nc1ccccc1	-3%	8	1.3%	1	-2%	-3%	2	4	-8
31	Cc1ccc(S(=O)(=O)N2CCCC(C(=O)N3CCC4(CC3)OCCO4)C2)cc1 (stereo not drawn)	-6%	-7	-0.2%	4	2%	-4%	-5	1	-1
32	CCOP(=O)(OCC)C(O)c1ccc(OC)c(OC)c1 (stereo not drawn)	-3%	10	0.2%	0	-6%	-13%	-2	9	-4
33	CC(=O)Cc1c[nH]c2ccccc12	-1%	3	2.4%	0	2%	x	-4	-4	10
34	CN1CCN(Cc2cn3cccnc3n2)CC1	-2%	-5	3.4%	3	2%	-10%	-5	-7	-3
35	Cn1cc([N+](=O)[O-])c(C(=O)Nc2ccc3c(C(F)(F)F)cc(=O)oc3c2)n1	-8%	1	-1.2%	1	u	3%	-5	5	-2
36	CCOC(=O)c1c(C)n(Cc2ccco2)c2c1cc(O)c1ccccc12	-3%	-6	2.4%	5	-6%	-6%	0	x	16
37	CN1C(=O)N(C)C(=O)C2(Cc3ccccc3N3CCOCC32)C1=O (stereo not drawn)	-5%	-11	0.0%	-3	-4%	6%	10	-12	-2
38	CC(=O)Nc1ccc(S(=O)(=O)N2Cc3ccccc3-n3nncc3C2)cc1	-6%	x	x	x	0%	-16%	x	x	-30*
39	O=[N+]([O-])c1ccc(N2CCNCC2)c2ncccc12	x	-2	-0.1%	1	x	x	-5	-2	x
40	COCCCn1c(-c2ccc(OC)cc2)cc(C(=O)NC2CCCCCCC2)c1C	-3%	13	1.5%	0	-11%	1%	-4	16	-3
41	Cc1ccc(-c2nc(CN3C(=O)CN=C(c4ccccc4)c4ccccc43)c(C)o2)cc1	-3%	3	2.7%	3	0%	2%	6	3	-1
42	CCC(=O)OC1(c2cccc(C)c2)CC(C)N(C)CC1C (stereo not drawn)	-3%	-4	1.7%	3	0%	-9%	1	6	-7
43	COC(=O)Cn1cc(C=C2C(=O)N(C)C(=O)N(C)C2=O)c2ccccc21	-3%	-21	27%	1	-4%	2%	-2	-20	-8
44	O=C1CC(=O)N(Cc2ccccc2)C(=O)N1	-5%	x	x	x	-1%	11%	x	x	-11
45	COc1ccc(N2C(=O)NC(=O)/C(=C\c3cn(C)c4ccccc34)C2=O)cc1	0%	-5	0.0%	54*	2%	22µM*	0	-11	-2
46	O=C(NCCN1CCOCC1)c1ccc(Cl)nc1	-4%	-2	-0.3%	2	-1%	16%	4	18	0
47	COc1cc(C2NCc3ccccc3-n3cccc32)ccc1O (stereo not drawn)	4%	x	0.9%	28	-4%	0%	-2	-2	12
48	CC12CCC3C(CCC4CC(=O)C(C(O)C(F)(F)F)CC43C)C1CCC2O (stereo not drawn)	-2%	x	x	x	0%	-1%	x	x	-11
49	Clc1cccc(C2NCCc3[nH]cnc32)c1 (stereo not drawn)	-3%	x	1.5%	x	-4%	2%	x	x	-5
50	C[C@]12CCC3C(CC[C@H]4C[C@@H](O)CC[C@]34C)C1CCC2=O (stereo partly drawn)	-5%	x	x	x	1%	7%	x	x	4
51	O=C1NC(=O)N(c2ccccc2)C(=O)/C1=C/C=C/c1ccco1	-14%	13	-2.7%	9	u	-18%	2	11	4
52	CN(CCc1ccccc1)Cc1ccccc1[N+](=O)[O-]	4%	8	-0.1%	3	-2%	-3%	7	12	-1
53	Cc1cc(O)c2c(C)c(CC(=O)N3C[C@H]4C[C@@H](C3)c3cccc(=O)n3C4)c(=O)oc2c1	0%	-5	17%	2	1%	4%	3	12	3
54	Cc1cccc(NC(=O)N2CC3CC(C2)c2cccc(=O)n2C3)c1 (stereo not drawn)	2%	8	3.5%	1	1%	-16%	1	6	-10
55	C=CCNC(=S)N1Cc2ccccc2-n2nncc2C1	-1%	x	x	x	1%	-4%	x	x	1
56	CC(C)c1ccc(C(c2c(O)c3ccccc3oc2=O)c2c(O)c3ccccc3oc2=O)cc1	-2%	x	x	x	-21%	u	x	x	-6
57	O=C(c1cccc(C(F)(F)F)c1)C1CCCN(Cc2ncc[nH]2)C1 (stereo not drawn)	-5%	0	0.7%	4	-3%	14%	-3	-25	-4
58	COc1cccc(-n2c(O)c(C=Nc3c(C)n(C)n(-c4ccccc4)c3=O)c(=O)[nH]c2=O)c1	-4%	-5	2.2%	2	0%	0%	-3	3	-5
59	O/N=C1\CCC2CN(C3CCCCC3)CC2C1 (stereo not drawn)	-5%	x	-0.1%	0	0%	-9%	8	-13	4

Screens from PubChem.
